# Screening results (PubChem BioAssay)
# Shn3 3UTR inh – reduction of Shn3 3'UTR firefly luciferase signal, primary screen, Schnurri-3 inhibitor project, cell-based, Clone20 osteoblasts, set 2; Clone20 osteoblast Shn3 3'UTR firefly luciferase, 24 h; inhibition, % at 12.5 µM; AID 588674, 2011; 360,000 tested, 0.52% active;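 active = mean inhibition of at least 75% with every replicate also reaching 75%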;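 also: 0% = median of neutral control wells and 100% = pilot-screen positive control compound; some compounds past the cut are filed as inactive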
# NR2E3 ag-1 – inhibitors of NR2E3-RetCOR corepressor binding, primary screen, NR2E3 agonist project, biochemical, TR-FRET, GST-NR2E3, biotin-RetCOR; 1536-well; Photoreceptor-specific nuclear receptor (Homo sapiens), Q9Y5X4; inhibition of corepressor binding, % at 4.78 µM; 320,000 tested, 0.12% active; AID 2300, 2010;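 active = percent inhibition above the cutoff of mean plus 3 SD of all tested compounds, set per screening campaign, cut at about 20% in these data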;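 also: 0% = DMSO wells and 100% = biotin wells as full block of FRET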
# Target sequence (Q9Y5X4 whole entry, looked up): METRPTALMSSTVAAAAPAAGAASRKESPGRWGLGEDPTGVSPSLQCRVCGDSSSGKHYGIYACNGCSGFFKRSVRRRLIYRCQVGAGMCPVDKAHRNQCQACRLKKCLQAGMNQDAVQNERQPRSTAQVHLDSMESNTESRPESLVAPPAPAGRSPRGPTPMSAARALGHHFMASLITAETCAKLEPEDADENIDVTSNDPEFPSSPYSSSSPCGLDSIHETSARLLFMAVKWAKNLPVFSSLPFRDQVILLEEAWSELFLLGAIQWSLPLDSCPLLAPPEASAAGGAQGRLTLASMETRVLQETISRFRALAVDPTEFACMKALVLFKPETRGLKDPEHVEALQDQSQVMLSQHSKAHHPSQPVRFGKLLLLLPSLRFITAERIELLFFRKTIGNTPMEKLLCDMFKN
#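 Assay system: NR2E3–RetCOR corepressor complex. Quantity: 1.35 nM GST-NR2E3. Buffer or medium: pH 7.5 Tris-based buffer. Reagent: biotinylated RetCOR corepressor at 7 nM final. Schedule: 5 h at 4 °C. Detection: TR-FRET, emission read at 617 and 671 nm. Replicates: one well per compound, singlicate testing.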
# TRAIL sens C8 – viability loss with TRAIL in NB7+C8 cells, primary screen, TRAIL sensitizer project, cell-based, ATPlite luminescence. inhibition (viability loss, TRAIL sensitization), % at 10 µM. 360,000 tested, 1% active;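 active = compounds causing at least 50% loss of cell viability in the single-dose screen, relative to plate controls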
# CF NFkB block – inhibitors of PAF-induced NF-kB signaling, primary screen, cell-based, GFP fluorescence, uHTS; KKLEB NF-kB-GFP reporter, GFP fluorescence overnight; inhibition, % at 5 µM; 360,000 tested, 0.86% active; AID 588850, 2011;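 active = at least 50% inhibition at 5 µM, scaled per plate between neutral and stimulator controls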;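 also: PAF is a Pseudomonas aeruginosa culture filtrate used as stimulus; plate controls were PAF-stimulated DMSO wells for no effect and unstimulated DMSO wells for full effect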
# Peg3 prom inh – Peg3 promoter-driven luciferase inhibitors, primary screen, cell-based, HeLa, luciferase luminescence | 360,000 tested, 1.7% active | inhibition, % at 20 µM | HeLa PEG-Prom luciferase reporter, overnight;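 active = inhibition of at least 50% at 20 µM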
# NR2E3 ag-2 – NR2E3 agonists in two-hybrid cells, primary screen, cell-based, luminescence, CHO-S, Gal4-NCOR/VP16-NR2E3; Photoreceptor-specific nuclear receptor (Homo sapiens), Q9Y5X4; luciferase; inhibition of corepressor binding, % at 3.98 µM; 360,000 tested, 0.35% active; AID 602229, 2012;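 active = inhibition above the mean of all tested compounds plus 3 SD, cut at about 70% in these data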;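 also: 0% = DMSO with NR2E3 transfected cells and 100% = cells lacking NR2E3 construct; higher means lower luciferase signal from less NR2E3 corepressor binding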
# MITF TRPM1 inh – inhibitors of MITF-dependent TRPM1 promoter reporter, primary screen, cell-based, SK-MEL-5, single point, luciferase; SK-MEL-5 TRPM1 promoter luciferase, 24 h; inhibition, % at 12.5 µM; 330,000 tested, 0.83% active;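 active = mean inhibition across replicates of 60% or more, whatever share of single replicates reaches that level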; also: values of inactives mirror those of a sister screen read the other way
# KKLEB tox – cytotoxicity in KKLEB CF airway cells, primary screen, cytotoxicity control for CF NF-kB inhibitor project, cell-based, uHTS, fluorescence assay plates | KKLEB CF airway cells viability, ATPlite luminescence, overnight; hits give low values; cells stimulated with P. aeruginosa culture filtrate | activity change (cytotoxicity), % at 5 µM | 360,000 tested, 0.36% active | AID 602141, 2011;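 active = corrected activity change at or below -50% at 5 µM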
# HIF-2a inh – HIF-2a reporter inhibitors, primary screen, luminescence, 786-0 RCC cells; 786-0 RCC cells HIF-2a reporter, luciferase luminescence, overnight; inhibition, % at 18.8 µM; 360,000 tested, 0.72% active;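 active = inhibition of the luminescence signal of 40% or more relative to plate controls, in a single-dose primary screen at 18.75 µM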
# LMP1 NFkB inh – EBV LMP1-driven NF-kappaB luciferase reporter inhibitors, primary screen, cell-based, luminescence, single point; LMP1-induced NF-kappaB luciferase reporter cells; 350,000 tested, 0.69% active; inhibition, % at 12.5 µM; AID 504558, 2011; in the data active = inhibition above about 41%;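 also: 0% = neutral control wells and 100% = reference inhibitor control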
# hiPSC survival – enhancers of single-cell hiPSC survival, primary screen, ATPlite luminescence | survival enhancement, % at 20 µM | 100% = ROCK inhibitor wells, 0% = DMSO | 360,000 tested, 0.044% active; in the data active = survival enhancement above about 18%;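 also: cells exposed to compounds for 16 hours before the ATP read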
# * hit, by the source's call; . = not tested or not shown; & = joins results of further samples; ! = not confirmed by another sample.
SMILES,Shn3 3UTR inh,NR2E3 ag-1,TRAIL sens C8,CF NFkB block,Peg3 prom inh,NR2E3 ag-2,MITF TRPM1 inh,KKLEB tox,HIF-2a inh,LMP1 NFkB inh,hiPSC survival
Cc1nn(-c2ccccc2)c(Cl)c1/C=N/NC(=O)c1cccnc1,-25,1,16,0,-42,-4,-17,-1,-116,-12,2.6
O=S(=O)(Nc1ncccn1)c1ccc(-n2cnnn2)cc1,-2,3,-19,1,16,2,10,-1,19,-6,-0.7
COC(=O)c1ccc([N+](=O)[O-])cc1N1C(=O)C2C3CCC(C3)C2C1=O (centres undefined),-10,4,-11,-1,4,0,-1,2,17,3,0.3
CCOC(=O)c1c(C)cc(=O)oc1C,-5,5,-7,-8,11,7,0,11,13,-4,-0.8
O=C(Nc1ccc(F)cc1)Nn1cnnc1,18,0,-13,-3,5,-9,-7,14,11,7,0.2
CC1Cc2cccc3ccc(=O)n(c23)C1 (centres undefined),-19,.,-2,7,-14,-7,7,0,-7,0,0.6
CNc1ccccc(C(=O)/C=C/c2ccccc2OC)c1=O,-4,1,-1,5,-14,-15,24,-4,2,25,-1.5
O=C(Nc1ccc(Cl)cc1)c1ccncc1,2,4,-23,-20,-47,-15,-12,-3,-69,-1,0.9
COC(=O)CNS(=O)(=O)c1ccc(C)cc1,-5,-1,0,1,7,-11,-5,0,13,-1,5.0
Cc1ccc2sc(N(CCCN(C)C)C(=O)c3ccc(S(=O)(=O)N(C)C)cc3)nc2c1C,-2,-3,-9,7,10,9,-13,-12,11,1,-3.5
CC(=O)c1ccc(OCCn2c(SCC(=O)O)nc3ccccc32)cc1,-4,.,-5,0,-8,7,-4,-1,3,-3,-0.7
CN1CCN(c2nc3c(c(=O)n(C)c(=O)n3C)n2Cc2ccccc2F)CC1,-37,2,-14,-9,12,8,0,-5,22,2,0.5
CSCC[C@H](NC(=O)C(C)(C)Oc1ccc(Cl)cc1)c1nc2ccccc2[nH]1,-2,-1,-3,19,4,-29,-7,0,18,5,0.8
Cc1cc2c(c(=O)o1)C(C1C=CCCC1)C(C#N)=C(N)O2 (centres undefined),-2,2,-12,-12,3,2,15,-5,-1,4,-1.4
C=CCOc1ccc(C(=O)Nc2ncn[nH]2)cc1,-41,2,4,3,-43,8,3,5,-25,11,1.3
OC(Cn1cccn1)c1ccccc1 (centres undefined),5,4,2,3,6,-20,2,1,5,-12,0.1
Cc1ccc(N2CC(C(=O)N3CCCCCC3)CC2=O)cc1 (centres undefined),-1,1,15,4,5,-13,-19,-12,6,-4,-0.3
COc1ccc(C(C)NC(=O)CCc2ccccc2)cc1 (centres undefined),15,-1,-3,-2,0,9,-2,7,22,-41,0.5
CNc1nc(NC#N)nc(SC)n1,10,0,11,5,4,-34,-7,-3,5,-2,1.2
COC(=O)CNC(=O)C1CCCN1C(=O)OC(C)(C)C (centres undefined),21,1,-4,1,-11,-20,11,-3,10,0,-0.7
Cc1cccn2cc(-c3ccccc3)nc12,-47,1,31,-10,-207,-139,-36,3,-112,5,-3.7
Cc1ccc(N2C(=O)C3C4CC(=O)C(c5ccccc54)C3C2=O)cc1C (centres undefined),-2,-1,12,2,17,2,2,2,18,2,0.8
Cc1ccc(C)n1-c1ccc(-c2nnc3n2CCCCC3)s1,-15,4,4,-6,-12,1,7,3,0,-35,3.9
COC(=O)c1cc(C(=O)CSc2nc(C)cc(C)n2)ccc1O,15,1,1,7,14,-16,-2,-9,13,-2,0.2
O=C(NCCNCc1cccs1)c1ccccc1F,10,1,2,0,-9,-12,-7,4,11,1,-0.6
N#C/C(=C\c1c(N2CCCCC2)nc2ccccn2c1=O)C(=O)NC1CCS(=O)(=O)C1 (centres undefined),8,-1,24,1,18,-27,4,6,14,-6,4.6
CN(C)/C=C1/OC(=O)C(C#N)=C1c1ccc(Cl)cc1,-19,-1,-20,3,-2,-18,5,-8,-1,4,0.0
Cn1c(=O)c(=O)n(C)c2cc(N3CCCC3)c(NS(=O)(=O)c3ccc(F)cc3)cc21,6,-3,4,14,-6,-17,13,-8,10,5,-0.1
CCCCCCCCCCCCCCCC[n+]1cccc(C(=O)N(CC)CC)c1,76&81,1,49&18,91*!,105*,17&-19,18&18,-93*!,46*,4&2,-1.3&-0.4
Cc1ccc(-n2ncc3c(N4CCC(C(N)=O)CC4)ncnc32)c(C)c1,-38,1,8,2,11,-29,-9,4,-6,-5,-0.2
COc1ccc(N2CCN(C(=O)Cc3ccc(C)cc3)CC2)cc1,7,-2,-13,1,10,0,-11,6,2,-17,2.2
COc1ccc(N(CC(=O)NN=C2CCN(C)CC2)S(=O)(=O)c2ccc(NC(C)=O)cc2)cc1,-9,4,21,8,4,-6,-18,3,3,9,0.2
CC(C)OC(=O)CN1CCN(S(=O)(=O)c2cc(Cl)ccc2Cl)CC1,6,2,-7,5,11,3,7,2,22,-2,7.0
O=C1CCc2ccc(OCCCCN3CCN(c4cccc(Cl)c4Cl)CC3)cc2N1,19,3,22,-2,28,6,1,-2,-20,-4,2.6
Cc1cccc(S(=O)(=O)Nc2nc3ccccc3nc2Nc2cccc(C(=O)O)c2)c1,-12,2,0,2,1,6,3,6,6,-1,-0.4
O=C(NCc1ccccc1)C(c1ccncc1)N(C(=O)c1csnn1)c1cccc(F)c1 (centres undefined),-1,-6,-15,12,-22,-9,-1,-8,-19,-2,-0.4
Nc1nc(N)nc(-c2ccccc2O)n1,-17,-2,-10,16,-78,19,-5,5,-58,3,-1.7
Cc1ccc(-n2nnnc2SCC(=O)NCC2CCCO2)cc1C (centres undefined),-19,.,4,17,-18,-16,1,-29,-11,-7,-0.5
CCN1C(=O)[C@H]2[C@@H](c3ccc(Cl)cc3)N3C(=O)CN(CCOC)C(=O)[C@@]3(C)[C@H]2C1=O,6,4,-15,-11,-8,14,11,6,6,-5,3.4
Cc1cccc(/C=N/NC(=O)Cc2cccs2)c1,.,1,8,6,-122,-46,-15,-2,-164,-15,0.3
C=CCN1c2ccccc2[C@]23C[C@@H](C(=O)OC)N(C(=O)c4ccc(Br)cc4)C2=NC(C(=O)OC)=C(C(=O)OC)[C@H]13,41,1,48,71*,74*,-18,-6,-30,-12,3,-2.8
O=S(=O)(NCCc1ccc(Cl)cc1)c1cccc2cccnc12,-7,1,-11,7,10,-26,7,5,8,5,0.2
Nc1ncnc(Oc2cccc3cccnc23)c1[N+](=O)[O-],18,-1,-2,5,10,-21,9,7,15,-4,-1.1
CCOC(=O)COc1ccc(Br)cc1C1NC(=O)NC(C)=C1C(=O)NCc1ccccc1 (centres undefined),-10,3,-9,1,9,-6,3,9,-4,-5,-0.6
CCC(C(=O)NCCc1c[nH]c2ccc(C)cc12)c1ccccc1 (centres undefined),8,4,-3,-24,6,-5,11,-4,18,-6,0.0
COc1ccc(C2CC(c3ccccc3)=NN2C(=O)COC(=O)C2CC2)cc1 (centres undefined),13,-1,-9,-5,-6,-22,5,13,-46,0,3.2
COc1cc2c(cc1C1NC(=S)NC(C)=C1C(N)=O)CCCC2 (centres undefined),-32,2,0,-32,-16,4,5,-1,4,2,0.4
CCOC(=O)c1c(C)c(C(=O)NCc2ccco2)c(C)n1Cc1ccccc1,12,-1,2,10,6,9,2,0,10,6,0.7

# Next part; the last four above are carried over.
SMILES,Shn3 3UTR inh,NR2E3 ag-1,TRAIL sens C8,CF NFkB block,Peg3 prom inh,NR2E3 ag-2,MITF TRPM1 inh,KKLEB tox,HIF-2a inh,LMP1 NFkB inh,hiPSC survival
CCC(C(=O)NCCc1c[nH]c2ccc(C)cc12)c1ccccc1 (centres undefined),8,4,-3,-24,6,-5,11,-4,18,-6,0.0
COc1ccc(C2CC(c3ccccc3)=NN2C(=O)COC(=O)C2CC2)cc1 (centres undefined),13,-1,-9,-5,-6,-22,5,13,-46,0,3.2
COc1cc2c(cc1C1NC(=S)NC(C)=C1C(N)=O)CCCC2 (centres undefined),-32,2,0,-32,-16,4,5,-1,4,2,0.4
CCOC(=O)c1c(C)c(C(=O)NCc2ccco2)c(C)n1Cc1ccccc1,12,-1,2,10,6,9,2,0,10,6,0.7
CCc1ccc(C(=O)COC(=O)CNC(=O)Cc2ccccc2)cc1,2,4,3,-7,1,-5,1,21,-1,-2,0.7
Cc1ccc(COCCN2CCN(S(=O)(=O)c3ccccc3)CCC2=O)cc1,-11,0,3,-19,2,3,-2,16,9,-1,6.1
N#CC(C(=O)NC1CCCCC1)=C1CCCCC1,-26,-1,0,4,6,2,-11,10,14,-2,0.4
COc1cc(CN2CCCCCC2)cc(OC)c1OC,-26,2,1,2,6,-10,3,-9,21,2,-0.4
O=S(=O)(NCC(c1cccnc1)N1CCc2ccccc2C1)c1ccccc1 (centres undefined),-17,0,9,-2,2,0,5,-10,3,-3,-0.6
COC(=O)c1ccc(CSc2nnc3n(Cc4ccccc4OC)c(=O)c4ccccc4n23)o1,11,2,-10,-7,19,-4,-3,0,-6,-5,0.2
O=C(O)CCCN=CC1=C(O)CNC1=O,11,6,-2,2,2,-12,6,3,16,4,2.5
CC(C)Nc1nc2n(c(=O)n1)CCN2C(C)C,-5,0,-15,6,9,-1,5,5,8,-4,6.5
CCOC(=O)CCNC(=O)N1CCCC(C(=O)c2cc(C)c(OC)c(C)c2)C1 (centres undefined),15,1,-8,7,15,-10,15,-5,21,2,-0.5
COc1ccc(C(CNC(=O)C2CC2)N(C)C)cc1 (centres undefined),-12,2,4,12,-12,-32,-8,-2,-22,3,0.2
COc1cc2c(cc1OC)C(C)N(C(C)=O)CC2 (centres undefined),3,2,12,-3,-4,-16,-7,1,-3,6,-0.1
CCSc1nc(O)cc(=O)[nH]1,-2,1,17,-1,18,-4,-10,2,10,-3,-0.3
C[C@@]12CC(=O)NC1N(C(=O)c1ccccc1)C(c1ccccc1OC(=O)c1ccccc1)C2 (some centres undefined),4,3,-3,-3,2,-2,-9,-5,9,1,-0.9

# Not all compounds are listed; rates above refer to the full screens.
